# p53 reactivation = mutant p53 re-activation in reporter cells; actives 0.063% (n = 320,000); Potency, µM (doses to about 92.2 µM), without a hit: top-dose activity change, positive = activation, hits mostly activators; H1299 p53-A138V BP100-luciferase reporter, luminescence, 24 h; note: potency is the fitted concentration of half-maximal effect; % of control where 0% means no effect; nearly all actives have a fitted effect of over 45% in size
#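 p53-null H1299 cells stably carrying temperature-sensitive p53-A138V and a BP100-luciferase reporter were pinned with compounds (4-point, 1:5 series) and held 24 hrs at 37 deg C. Luminescence was read 10 min after detection reagent.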
# FLuc counter = inhibits or activates purified firefly luciferase, miR-21 counter-screen; P08659; Potency, µM (series often up to 57.5 µM), inactives show top-dose activity change, negative = inhibition, hits mostly inhibitors; purified FLuc, Km substrates, luminescence inhibition; actives 6.9% (n = 360,000);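 note: potency is the fitted concentration of half-maximal effect; plate controls were vehicle for no effect and reference inhibitor for full effect; nearly all actives have a fitted effect of over 55% in size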
#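 Purified P. pyralis luciferase, 10 nM final, with Km-level 10 uM D-luciferin and 10 uM ATP in 50 mM Tris acetate pH 7.5, 10 mM Mg acetate, 0.01% Tween-20, 0.05% BSA; 6-point qHTS titration about 60 µM downward; luminescence read.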
# ELG1 DNA repair = blocks ELG1-dependent DNA repair in HEK293T cells | HEK293T ELG1-luciferase reporter, luminescence, 16 h; DNA damage induced by 5-fluorouridine | Potency, µM (top dose mostly 46.1 µM), without a hit: at the highest dose activity change, negative = inhibition, most hits filed as inhibitors | actives 2.3% (n = 330,000); note: potency is the fitted concentration of half-maximal effect; % is set by controls: 0 for no effect and ±100 for the full control effect; nearly all actives have a fitted effect of over 55% in size
#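 Cells (2,000 per well) received 5-fluorouridine plus test compound or DMSO and were incubated 16 hr at 37 °C, 5% CO2. Luciferase activity was read by luminescence 30 min after ONE-Glo addition; signal suppression marked inhibition of damage-induced ELG1 function.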
# TRPV1 agonist = agonists of human vanilloid receptor 1 (TRPV1) | Q8NER1 | TRPV1-expressing cells, Fluo-8 calcium influx, agonist mode | activation, % at 8.33 µM | actives 0.19% (n = 320,000) | AID 540275; in the data active = activation above about 80%; inconclusive = between about 30% and that limit; note: 0% is about no effect
# Target sequence (Q8NER1 whole entry, looked up): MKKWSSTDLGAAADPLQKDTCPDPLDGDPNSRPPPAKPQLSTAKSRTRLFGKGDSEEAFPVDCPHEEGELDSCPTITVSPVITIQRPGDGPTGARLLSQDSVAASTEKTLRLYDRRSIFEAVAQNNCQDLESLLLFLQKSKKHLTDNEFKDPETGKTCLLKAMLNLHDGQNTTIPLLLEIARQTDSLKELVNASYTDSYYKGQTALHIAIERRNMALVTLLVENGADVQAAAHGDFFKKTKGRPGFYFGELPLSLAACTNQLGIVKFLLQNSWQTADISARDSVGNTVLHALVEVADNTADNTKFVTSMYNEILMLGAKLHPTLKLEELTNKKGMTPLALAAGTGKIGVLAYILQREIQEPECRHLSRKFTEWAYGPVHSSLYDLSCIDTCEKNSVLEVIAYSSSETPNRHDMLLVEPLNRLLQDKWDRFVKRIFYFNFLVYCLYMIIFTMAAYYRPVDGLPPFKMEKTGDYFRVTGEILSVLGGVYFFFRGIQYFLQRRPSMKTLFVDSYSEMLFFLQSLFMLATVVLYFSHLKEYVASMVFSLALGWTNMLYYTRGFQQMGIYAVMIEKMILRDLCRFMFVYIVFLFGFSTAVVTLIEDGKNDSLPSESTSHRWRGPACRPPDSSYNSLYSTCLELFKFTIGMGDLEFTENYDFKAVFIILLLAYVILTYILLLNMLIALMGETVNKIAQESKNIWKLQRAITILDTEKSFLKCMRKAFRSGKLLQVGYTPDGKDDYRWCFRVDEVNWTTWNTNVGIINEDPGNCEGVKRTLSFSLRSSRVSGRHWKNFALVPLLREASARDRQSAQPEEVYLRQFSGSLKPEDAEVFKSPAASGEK
#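 Cells expressing TRPV1 were dye-loaded with Fluo-8 and read kinetically: 10 s baseline, 3 min after compound (agonist portion), then 2 min after EC20 capsaicin (allosteric enhancer portion). Calcium-bound dye fluorescence at 480/520 nm.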
# NPC1 promoter act = activators of NPC1 promoter. AID 485313. actives 2.4% (n = 320,000). Potency, µM (doses to about 9.22 µM), inactives show at the highest dose activation, hits mostly activators. Huh7 NPC1 promoter luciferase reporter, 24 h;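 note: potency is the fitted concentration of half-maximal effect; % of control where 0% means no effect; nearly all actives have a fitted effect of over 60% in size; reporter is driven by a mutant NPC1 promoter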
#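 In 1536-well qHTS, Huh7 cells harboring an NPC1 promoter–luciferase construct received compound for 24 h; activation was quantified by luminescence following luciferase reagent addition.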
# Tb PFK inh = blocks T. brucei phosphofructokinase. actives 0.17% (n = 330,000). T. brucei PFK, ADP-Glo luminescence. O15648. Potency, µM (titrated, usually from 57.5 µM), inactives show at the highest dose activity, negative = inhibition, usual class: inhibitors;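 note: potency is the fitted concentration of half-maximal effect; 0% = uninhibited 1x PFK enzyme wells and -100% = no-enzyme wells; nearly all actives have a fitted effect of over 60% in size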
#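 Activity is normalized to no-enzyme wells (full inhibition) and 1.25 nM enzyme wells (no inhibition). Reaction: 0.5 mM F6P, 0.1 mM ATP, 45 min RT, ADP-Glo luminescence; concentration-response curves fitted and classed by quality.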
# ELG1 genotoxic = induces genotoxicity in HEK293T cells with luciferase-tagged ELG1 | HEK293T ELG1-luciferase reporter, luminescence, 16 h | Potency, µM (highest dose often 46 µM), for the others: top-dose activity change, positive = activation, actives largely listed as activators | actives 1.3% (n = 330,000); note: potency is the fitted concentration of half-maximal effect; % of control where 0% means no effect; nearly all actives have a fitted effect of over 60% in size
#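 Step 1: seed 2,000 HEK293T ELG1-luciferase cells per well. Step 2: add compound or DMSO, incubate 16 hr at 37 °C. Step 3: ONE-Glo, 30 min at room temperature, read luminescence.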
# Rab9 prom act = activators of Rab9 promoter | Huh7 Rab9 promoter-luciferase reporter, luminescence, 24 h | Potency, µM (highest dose often 9.22 µM), for the others: at the highest dose activation, negative = inhibition, actives largely listed as activators | actives 2.8% (n = 320,000); note: potency is the fitted concentration of half-maximal effect; % of control where 0% means no effect; nearly all actives have a fitted effect of over 60% in size
#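 Cell-based reporter: Huh7 stable for Rab9 promoter-driven luciferase, plated in reduced-serum medium with 10% FBS at 1500 cells/well, compound-treated 24 h at 37 °C, luminescence read after 10 min reagent.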
# RORg inh = ROR gamma (mouse) transcription inhibition; P51450; actives 5.4% (n = 310,000); Potency, µM (top dose mostly 53.6 µM), inactives show at the top dose activity change, negative = inhibition, usual class: inhibitors; Drosophila S2 Gal4-RORgamma UAS-luciferase reporter, 20 h; AID 2551; note: potency is the fitted concentration of half-maximal effect; % is set by controls: 0 for no effect and ±100 for the full control effect; nearly all actives have a fitted effect of over 60% in size
#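 Luciferase reporter read in Schneider cells carrying Gal4-RORγ (mouse) and UAS-Photinus luciferase; cells given compound 1 h before 700 uM copper sulfate induction, then incubated 20 h at ambient temperature.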
# Gal4-VP16 FLuc = inhibits Gal4-VP16 luciferase reporter, ROR gamma counter-screen; actives 3.5% (n = 310,000); Drosophila S2 Gal4-VP16 UAS-luciferase, luminescence, 20 h; Potency, µM (doses to about 53.6 µM), without a hit: top-dose activity, negative = inhibition, most hits filed as inhibitors;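 note: Gal4-VP16 expression switched on by copper sulfate through the metallothionein promoter; potency is the fitted concentration of half-maximal effect; % is set by controls: 0 for no effect and ±100 for the full control effect; nearly all actives have a fitted effect of over 50% in size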
# BRCA1 expr act = activators of BRCA1 expression; MCF7-BRCA1-FFLuc reporter, luminescence, 48 h; response scale: scaled: vehicle 0%, 10 µM genistein 100%; Potency, µM (top dose mostly 46.1 µM), for the others: at the top dose activation, usual class: activators; actives 1.1% (n = 380,000); note: potency is the fitted concentration of half-maximal effect; nearly all actives have a fitted effect of over 80% in size; some results filed as inactive show a strong effect at the top dose
#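 Luminescence from a BRCA1-driven firefly luciferase in MCF7 cells was read after 48 h compound exposure at 37 C. Data normalized against DMSO and a 10microM genistein activation control, then curve-fitted across the titration.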
# Numbers without * were called inactive; ? = inconclusive; nt = no result given; & = joins results of further samples; [ ] = dose if it differs, or a comment. Unless noted, calls come from the whole dose curve; as a rule, active = well fitted curve in the direction sought with a large enough effect; inconclusive = small, poorly fitted or top-dose-only effect, or another doubt; inactive = no such curve, though single readings can be large; an effect the other way counts as inactive or inconclusive.
no.	SMILES	p53 reactivation	FLuc counter	ELG1 DNA repair	TRPV1 agonist	NPC1 promoter act	Tb PFK inh	ELG1 genotoxic	Rab9 prom act	RORg inh	Gal4-VP16 FLuc	BRCA1 expr act
1	Cc1nn(C)c(C)c1CN(C)C(=O)c1cnn2c1NC(c1ccccc1)CC2C(F)(F)F (stereo not given)	-7%	0%	?	nt	0%	1%	-11%	-7%	18%	-4%	-45%
2	CC(=O)Oc1ccc(C(=O)Nc2ccccc2C(=O)NCC(C)C)cc1	-1%	?	?	21	0%	0%	-1%	-14%	7%	5%	16%
3	CN(c1ccccc1)S(=O)(=O)c1ccc(C(=O)N2CCCC2)cc1	8%	-1%	3%	3	0%	-3%	-1%	-3%	nt	nt	-15%
4	c1ccc(C(c2ccccc2)N2CCN(Cc3nnnn3C3CCCC3)CC2)cc1	12%	3%	?	15	0%	-4%	-10%	-2%	23%	-2%	-59%
5	CC[C@H](C)[C@@H](CNC)NC[C@@H](Cc1ccc(O)cc1)NCC(C)(C)C	17%	-1%	2%	2	1%	-2%	3%	3%	-9%	-1%	-16%
6	COC(=O)C1=C(C)N(c2ccc(F)cc2)/C(=C/c2ccc(O)cc2)C1=O	5%	-1%	-8%	7	-1%	1%	3%	-3%	4%	-6%[10 µM]	-26%
7	Cc1ccc(C)c(NC(=O)C2CCN(S(=O)(=O)c3ccc4c(c3)NC(=O)CO4)CC2)c1	0%	-1%	-11%	1	-1%	0%	-4%	0%	3%	3%	-9%
8	CC(C)C(NC(=O)c1c(F)cccc1F)C(=O)N1CCN(S(=O)(=O)/C=C/c2ccccc2)CC1 (stereo not given)	-1%	1%	-18%	14	1%	-5%	-1%	-8%	nt	nt	-8%
9	C/C=N/N(c1ccccc1)c1ccccc1	-1%	-2%	-11%	0	-1%	2%	0%	0%	2%	3%	3%
10	O=C(Nc1nnc(C2CCCCC2)s1)C1CC(=O)N(c2ccc(F)cc2)C1 (stereo not given)	6%	2%	-18%	8	2%	1%	-5%	0%	10%	2%	-10%
11	Cc1nc2ccc(C(=O)O)cc2nc1C	1%	0%	?	-1	-7%	5%	0%	5%	26%	-3%	1%
12	CSCC[C@H](NC(=O)Cc1ccc(Cl)cc1)C(=O)N1CCC2(CC1)NCCc1[nH]cnc12	2%	3%	20%	-4	-6%	-2%	0%	-7%	-12%	-3%	4%
13	Cc1csc(NC(=O)CSc2ncnc3c2cnn3-c2ccccc2Cl)n1	-3%	-17%	-21%	2	-3%	0%	1%	-10%	?	?	-45%
14	Cc1ccccc1Nc1nc(CSc2nnnn2-c2ccccc2)cs1	-2%	?	0%	23	-1%	-3%	-3%	3%	?	-98%	-28%
15	Cc1ccc2nc(SCC(=O)Nc3cccc(S(=O)(=O)N(C)C)c3)[nH]c2c1	-1%	?	?	?	-2%	0%	-5%	-6%	?	3%	-49%
16	CC(=O)Nc1ccc(OC(=O)c2cc3cc(Br)ccc3oc2=O)cc1	4%	4%	0%	-1	1%	-1%	5%	0%	40%	-2%	-14%
17	c1ccc(CNc2nc3ccccc3n2CCN2CCOCC2)nc1	3%	4%	5%	-2	-5%	-10%	2%	-1%	3%	-5%	-7%
18	COc1cc(NC(=O)CN(c2cc(C)cc(C)c2)S(=O)(=O)c2c(C)noc2C)cc(OC)c1	-2%	-2%	6%	0	1%	-4%	-1%	-4%	5%	-8%	0%
19	COc1ccc(NC(=O)c2ccc(NC(=O)CSc3nccc(=O)[nH]3)cc2)cc1	8%	15µM*	?	2	17%	2%	8%	3%	-1%	-11%	21%
20	O=c1cc(CN2CCN(C/C=C/c3ccccc3)CC2)c2cc(O)c(-c3ccccc3)cc2o1	15%	3%	9%	1	-1%	2%	nt	-8%	8%	-24%	-47%
21	Cc1cccc(N(C)S(=O)(=O)c2c(C)noc2C)c1	-15%	1%	-5%	-3	1%	1%	-6%	1%	-12%	0%	6%
22	CCC(=O)Nc1nnc(SCC(=O)Nc2ccc3c(c2)OCCO3)s1	-25%	-18%	-21%	-4	-1%	-7%	3%	nt	21%	-1%	-7%
23	Cc1csc(SCc2nc3sc4c(c3c(=O)[nH]2)CCC4)n1	-3%	1%	-8%	4	-2%	0%	1%	-6%	4%	0%	-3%
24	CC1CN(C(=O)Nc2ccccc2)c2ccccc2-[n+]2ccsc21 (stereo not given)	1%	-2%	?	0	-6%	-6%	0%	0%	-5%	-5%	0%
25	O=C(CN1CCOCC1)NCCNS(=O)(=O)c1ccccc1	-1%	-3%	0%	-1	-3%	-2%	0%	7%	-12%	5%	1%
26	COc1ccccc1CNC(=O)COC(=O)c1cc(=O)[nH]c2ccccc12	10%	4%	8%	2	-1%	-1%	3%	-4%	nt	nt	-4%
27	O=C(Cc1ncc(C(F)(F)F)cc1Cl)NC1CC1	0%	-3%	?	-3	-5%	-24%	-1%	1%	3%	-3%	-2%
28	O=C(CN1CCN(c2ccc(F)cc2)CC1)Nc1cccc(C(F)(F)F)c1	14%	3%	?	4	0%	2%	-3%	-2%	2%	-10%	-12%
29	CCCc1cc(=O)n2c(nc3ccccc32)[nH]1	?	17µM*	?	13	16%	-22%	?	?	25%[0.365 µM]	nt	75%
30	COc1ccc(N(C)S(=O)(=O)c2cccc(C(=O)Nc3nc(C)c(C(C)=O)s3)c2)cc1	-7%	-17%	10µM*	?	2%	1%	0%	4%	nt	nt	-2%
31	O=C(c1ccccc1)N(Cc1cccnc1)C1(C(=O)Nc2ccccc2)CCCCC1	-20%	0%	-8%	-1	2%	-2%	-2%	1%	19%	2%	-11%
32	CCC1CCCCN1CCCNC(=O)c1cn(CC)c2ccc(S(=O)(=O)N(C)C3CCCCC3)cc2c1=O (stereo not given)	7%	1%&2%	-5%	3	-1%	-2%	-1%	2%	0%	3%	-23%&-10%
33	O=C(NCCc1ccc(Cl)cc1)C1CCN(C(=O)N2CCOc3ccccc32)CC1	nt	7%	?	-2	-1%	-3%	-8%	-3%	29%	6%	-3%
34	COCCCNC(=O)C[C@H]1C[C@H](C(=O)N2CCCCC2)[C@@]2(CCc3ccccc3)c3[nH]c4cc(CCC(=O)N(C)C)ccc4c3CCN2C1=O	-2%	nt	13%	nt	nt	3%	-4%	nt	nt	nt	-17%
35	O=C(CN1C(=O)NC2(CCCCC2)C1=O)N(Cc1ccco1)Cc1cccs1	-3%	-1%	16%	0	2%	0%	-1%	0%	nt	nt	-8%
36	Cc1ccc(C)c(S(=O)(=O)N2CCCOC2CNC(=O)C(=O)NC2CCCCC2)c1 (stereo not given)	1%	-2%	?	-5	9%	-4%	-2%	9%	-13%	-15%	20%
37	CN1CCN(C(c2cccnc2)c2ccc3cccnc3c2O)CC1 (stereo not given)	17%	0%	-4%	-6	8%	?	9%	0%	2%	-5%	-6%
38	O=C(NC1CCN(Cc2ccccc2)CC1)C1CCN(S(=O)(=O)c2ccccc2)CC1	-3%	1%	-16%	2	-5%	-7%	-10%	-9%	?	-26%	-19%
39	COc1ccc2[nH]c3c(c2c1)CCN1C(=O)C(CC(=O)NCCN2CCOCC2)C[C@H](C(=O)N2CCCCC2)[C@@]31CCc1ccccc1 (stereo not given in full)	2%	nt	16%	nt	nt	-3%	-4%	nt	nt	nt	15%
40	O=c1cc(N2CCN(c3cccc(Cl)c3)CC2)[nH]c(=O)n1C1CCCCC1	-1%	0%	11%	-3	3%	0%	?	-33%[inhibitor]	22%	-6%	-36%
41	CC(C)(C)c1ccc(/C([O-])=C(/C(=S)NCc2ccco2)[n+]2ccccc2)cc1	0%	-18%	?	-7	0%	-7%	3%	11%	-13%	-20%	nt
42	O=C1NC(NS(=O)(=O)c2ccccc2)(C(F)(F)F)C(=O)N1Cc1ccccc1 (stereo not given)	10%	8%	6%	3	-4%	3%	1%	-2%	-9%	0%	-13%
43	O=C(CCc1ccccc1Cl)NC1CCCN(c2ccc(C(F)(F)F)cn2)C1 (stereo not given)	-1%	1%	6%	?	-1%	-1%	-1%[9.26 µM]	2%	-1%	-3%	-25%
44	Cc1ccc(C)c(NC(=O)CSc2nc3c(oc4ccccc43)c(=O)n2-c2ccccc2)c1	5%	3%	?	1	1%	-10%	-4%	1%	?	1%	-23%
45	O=C(c1ccc2c(c1)N(Cc1ccccc1)C(=O)c1ccccc1S2)N1CCCC1	1%	2%	-29%	-2	-3%	3%	-2%	-2%	6%	-15%	-18%

# Compound activity: PubChem, National Center for Advancing Translational Sciences (NCATS)
